SUMO1 PPI mod = alters human SUMO1 binding to SIM partners; P63165; SUMO1 binding to a labelled peptide, TR-FRET, 1 h; inhibition, % at 20 µM; hit rate 0.33% among 360,000; AID 602429; in the data active = inhibition above about 37%
Target sequence (P63165 whole entry, looked up): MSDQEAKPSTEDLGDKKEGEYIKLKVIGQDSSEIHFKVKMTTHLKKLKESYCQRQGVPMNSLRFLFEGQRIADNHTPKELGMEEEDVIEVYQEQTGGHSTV
TbMetRS inhib = Trypanosoma brucei MetRS inhibition | hit rate 0.4% among 360,000 | inhibition, % at 11.9 µM | AID 624268 | purified T. brucei MetRS, ATP depletion, Kinase-Glo luminescence;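 active = inhibition above a per-plate cutoff of the control wells' mean inhibition plus 3 SD, cut at about 5.5% in these data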;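 also: 0% = DMSO wells median and 100% = median of wells with control inhibitor compound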
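Test system: purified T. brucei MetRS enzyme. Also added: ATP, methionine and E. coli bulk tRNA substrates. Compound: 11.9 µM single point. Schedule: 15 min enzyme-compound preincubation, 2 h reaction, 10 min detection, 25 °C. Signal: luciferase luminescence of residual ATP, Kinase-Glo. Evaluation: percent inhibition versus plate control medians. Controls: DMSO wells, low control.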
STEP block = inhibitors of human striatal-enriched phosphatase STEP; P54829; recombinant STEP, OMFP fluorogenic substrate, fluorescence; inhibition, % at 20 µM; hit rate 0.25% among 360,000; AID 588621;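 active = inhibition at 20 µM, scaled per plate between control wells, above about 37%, limit read from the data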;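 also: 0% = DMSO with enzyme and substrate and 100% = substrate only without enzyme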
Target sequence (P54829 whole entry, looked up): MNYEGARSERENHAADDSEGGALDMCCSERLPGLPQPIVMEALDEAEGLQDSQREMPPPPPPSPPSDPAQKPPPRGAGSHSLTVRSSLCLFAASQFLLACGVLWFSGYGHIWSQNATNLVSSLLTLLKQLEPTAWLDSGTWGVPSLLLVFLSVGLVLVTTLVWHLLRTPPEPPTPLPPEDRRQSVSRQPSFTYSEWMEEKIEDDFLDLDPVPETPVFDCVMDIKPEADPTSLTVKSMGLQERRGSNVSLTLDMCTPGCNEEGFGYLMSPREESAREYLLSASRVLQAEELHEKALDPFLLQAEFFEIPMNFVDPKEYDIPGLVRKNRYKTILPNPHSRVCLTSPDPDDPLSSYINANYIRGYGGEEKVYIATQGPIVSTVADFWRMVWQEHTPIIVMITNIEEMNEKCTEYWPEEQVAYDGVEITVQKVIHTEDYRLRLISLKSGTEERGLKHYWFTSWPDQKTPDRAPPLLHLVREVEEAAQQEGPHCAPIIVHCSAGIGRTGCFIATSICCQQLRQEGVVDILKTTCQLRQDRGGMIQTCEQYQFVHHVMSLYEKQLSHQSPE
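System: isolated STEP enzyme; schedule: 20 min enzyme reaction at room temperature, protected from light; medium: Bis-Tris buffer pH 6.0, 2.5 mM DTT, 0.005% Tween 20; signal: fluorescence, 480/540 nm; dosing: single compound dose of 20 µM, 1% DMSO final; also added: OMFP substrate, 25 µM final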
MsrA inhibitor = inhibits bovine methionine sulfoxide reductase A | hit rate 0.75% among 360,000 | purified bovine MsrA, absorbance read-out | inhibition, % at 15.5 µM; in the data active = inhibition above about 4.5%;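 also: 0% = vehicle wells with enzyme and 100% = reference inhibitor wells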
DNMT1 block = DNMT1 (human) enzyme inhibition; hit rate 0.83% among 360,000; inhibition (reported as % activation of signal), % at 10 µM; DNMT1 molecular beacon, Hinp1I cleavage, fluorescence; P26358; in the data active = inhibition above about 50%
CSN deneddyl inh = inhibitors of human CSN-mediated cullin deneddylation. inhibition, % at 12.5 µM. hit rate 0.38% among 360,000. Q92905. AID 651999. Purified CSN, SCF-Nedd8-OG deneddylation, fluorescence polarization;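 active = pattern-corrected inhibition above about 35%, with an unprinted fluorescence ratio check between 0.5 and 1.5, limit read from the data, passing the limit was not always enough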;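 also: 0% = enzyme with substrate and 100% = substrate without enzyme; some results filed as inactive read as strong as hits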
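Assay system: purified human Csn5 enzyme expressed in HEK293T cells; measure: % inhibition; also added: SCFSkp2-Nedd8OG substrate at 10 nM final; technique: fluorescence polarization; times: reaction 90 min, room temperature; medium: Tris buffer pH 7.5, NaCl, DTT, Tween-20, trehalose, ovalbumin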
Scp-1 inhibitor = Scp-1 (human) phosphatase inhibition; Q9GZU7; Recombinant Scp1, phosphopeptide, malachite green phosphate absorbance; hit rate 0.88% among 340,000; inhibition, % at 20 µM; AID 493091;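 active = inhibition above about 50% at 20 µM, limit read from the data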;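 also: plate controls were DMSO wells with enzyme for no effect and wells lacking enzyme for full effect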
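System: truncated SCP-1 phosphatase (76-261aa); medium: Tris acetate buffer pH 5.5 with MgCl2 and Tween-20; incubation: 45 min room-temperature reaction, 5 min colour, 30 min stabiliser; compound: single 20 µM dose, 1% DMSO; reagent: Phosphorylated 17-residue peptide substrate; read-out: % inhibition at 20 µM; technique: colorimetric free-phosphate detection, absorbance 630 nm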
Rpn11 inh = blocks the human proteasome subunit Rpn11; human 26S proteasome, Ub4-pepOG fluorescence polarization; 20S core pre-blocked with epoxomicin; calls only at 20 µM; hit rate 0.59% among 360,000; AID 588493;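 active = inhibition at 20 µM, scaled to each plate's controls, above about 33%, limit read from the data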
Target sequence (O00487 whole entry, looked up): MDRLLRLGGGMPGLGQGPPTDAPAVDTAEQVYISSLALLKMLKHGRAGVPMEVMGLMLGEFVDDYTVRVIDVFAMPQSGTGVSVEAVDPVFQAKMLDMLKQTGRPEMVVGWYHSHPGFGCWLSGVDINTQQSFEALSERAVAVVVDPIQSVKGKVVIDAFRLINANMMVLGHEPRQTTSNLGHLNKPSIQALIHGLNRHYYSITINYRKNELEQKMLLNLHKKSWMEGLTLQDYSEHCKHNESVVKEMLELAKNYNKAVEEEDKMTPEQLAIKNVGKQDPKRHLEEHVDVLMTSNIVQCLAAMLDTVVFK
NadD inh = NadD (S. aureus) enzyme inhibition | purified NadD enzyme, colorimetric absorbance read-out | inhibition, % at 20 µM | hit rate 0.78% among 360,000; in the data active = inhibition above about 26%; also: some compounds past the cut are filed as inactive
LMPTP inh = LMPTP (human) inhibition; P24666; recombinant LMPTP-A, OMFP fluorogenic substrate, fluorescence intensity; inhibition, % at 20 µM; hit rate 0.22% among 360,000; AID 651560;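 active = compounds that cut the enzyme signal by at least half of the control window in the single-dose screen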;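 also: plate controls were DMSO wells with enzyme plus substrate for no effect and substrate without enzyme for full effect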
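Assay system: LMPTP-A, protein tyrosine phosphatase of low molecular weight / Medium: pH 6.0 Bis-Tris buffer with DTT and Triton X-100 / Schedule: 50 min enzyme reaction at room temperature, protected from light / Measured by: endpoint fluorescence intensity from OMFP dephosphorylation / Read-out basis: % inhibition relative to no-enzyme and uninhibited control wells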
Starred values were filed as active, the others as inactive; i = inactive; x = not tested or not shown; + = active, no number.

SUMO1 PPI mod | TbMetRS inhib | STEP block | MsrA inhibitor | DNMT1 block | CSN deneddyl inh | Scp-1 inhibitor | Rpn11 inh | NadD inh | LMPTP inh | SMILES
16 | -0.1 | -1 | 2.2 | 77* | 6 | 7 | i | 15 | 9.4 | Nc1ccc(S(=O)(=O)Nc2nccs2)cc1N=Nc1ccccc1[N+](=O)[O-]
2 | -0.1 | -2 | 0.6 | -1 | 7 | x | i | 0 | -0.2 | CCc1nc2c(OCCOc3ccc(F)cc3)cccn2c1N(C)C(=O)c1ccc(OC)cc1
-1 | -0.3 | -2 | -0.8 | 1 | 6 | -2 | i | 6 | -2.3 | O=C1C2C3C=CC(C3)C2C(=O)N1Cc1ccc(CN2C(=O)C3C4C=CC(C4)C3C2=O)cc1 (stereo not drawn)
2 | -0.6 | 0 | 0.5 | 4 | 5 | -1 | i | 2 | -0.4 | O=C(NCC(c1ccco1)N1CCN(c2ccccc2F)CC1)C(=O)NC1CCCCC1 (stereo not drawn)
0 | 0.3 | 0 | -0.1 | 0 | -3 | -6 | i | 2 | 3.4 | CCN(CC)S(=O)(=O)c1ccc(-c2ccc(S(=O)(=O)N(CC)CC)cc2)cc1
-26 | 0.5 | -2 | 3.7 | -6 | 2 | -1 | i | 0 | 0.8 | Cc1ccc(O)c(Nc2ncnc3ccc([N+](=O)[O-])cc23)c1
-4 | -1.8 | 1 | -0.3 | -1 | -3 | -3 | i | 4 | -0.5 | CC(C)(C)NC(=O)C(c1ccccn1)N(C(=O)C1CSC(=O)C1)c1cccc(F)c1 (stereo not drawn)
1 | -0.3 | 1 | 0.8 | -1 | 6 | -10 | i | -2 | 1.2 | Cc1nc2ccccc2c(=O)n1/N=C/c1ccc(C(C)C)cc1
1 | -0.6 | -1 | 0.6 | -2 | 0 | -13 | i | -1 | 0.3 | COc1ccc(NC(=O)c2cc3ccccc3o2)cc1
0 | -0.2 | 3 | 1.5 | 3 | -3 | -6 | i | -3 | 0.3 | COc1cc(C(CCN2CCOCC2)c2c(OC)cc(OC)c3c(C)cc(=O)oc23)cc(OC)c1OC (stereo not drawn)
-2 | 0.1 | -3 | -0.9 | 2 | -3 | -10 | i | 4 | -0.7 | Cc1ccc(C(=O)CSc2nc(N)cc(=O)[nH]2)cc1
11 | 16* | 96* | -0.4 | 57* | 7 | 48 | i | 11 | 15 | Cc1ccc(CNC(=O)CSc2nnc3c(n2)[nH]c2ccc(F)cc23)cc1
-4 | 0.1 | -1 | -0.1 | 1 | 2 | 1 | i | 12 | -0.6 | COc1ccccc1/C=C(\NC(=O)c1ccc(OC)c(OC)c1)C(=O)Nc1ccc([N+](=O)[O-])cc1
2 | -1.6 | 2 | 0.0 | 2 | 5 | 5 | i | 4 | 2.1 | CC1Cc2ccccc2N1c1nc(C2CC2)nc2c1nnn2Cc1ccccc1 (stereo not drawn)
0 | -0.5 | 0 | 1.6 | 0 | 3 | -3 | i | -3 | 4.8 | O=C(COC(=O)/C=C/c1cccc(C(F)(F)F)c1)NC(=O)NC1CCCC1
3 | -0.1 | -3 | 0.6 | -2 | -1 | -5 | i | -4 | 0.2 | Cc1cccc(OCCCC(=O)Nc2nccs2)c1C
-14 | -0.3 | -3 | -0.7 | 9 | 3 | 0 | i | -4 | 1.0 | CCCCCn1cnnc1SCC(=O)c1ccc2c(c1)OCO2
-2 | -0.2 | 9 | -0.2 | -11 | 5 | 2 | i | -1 | -0.3 | NCCSc1c(-c2ccc(F)cc2)[nH]c2ccccc12
12 | -1.4 | 7 | 0.0 | 0 | 15 | 21 | i | 20 | 10 | COc1cc(/C=C(\C#N)c2nc3ccccc3s2)cc([N+](=O)[O-])c1O
3 | -1.8 | -1 | 0.4 | 7 | -4 | -1 | i | -2 | -0.4 | CC1CCc2nc(N)c(C#N)c(-c3ccncc3)c2C1 (stereo not drawn)

Arranged by the number under STEP block (low to high): some entries from above
SUMO1 PPI mod | TbMetRS inhib | STEP block | MsrA inhibitor | DNMT1 block | CSN deneddyl inh | Scp-1 inhibitor | Rpn11 inh | NadD inh | LMPTP inh | SMILES
-26 | 0.5 | -2 | 3.7 | -6 | 2 | -1 | i | 0 | 0.8 | Cc1ccc(O)c(Nc2ncnc3ccc([N+](=O)[O-])cc23)c1
2 | -0.6 | 0 | 0.5 | 4 | 5 | -1 | i | 2 | -0.4 | O=C(NCC(c1ccco1)N1CCN(c2ccccc2F)CC1)C(=O)NC1CCCCC1 (stereo not drawn)
1 | -0.3 | 1 | 0.8 | -1 | 6 | -10 | i | -2 | 1.2 | Cc1nc2ccccc2c(=O)n1/N=C/c1ccc(C(C)C)cc1
0 | -0.2 | 3 | 1.5 | 3 | -3 | -6 | i | -3 | 0.3 | COc1cc(C(CCN2CCOCC2)c2c(OC)cc(OC)c3c(C)cc(=O)oc23)cc(OC)c1OC (stereo not drawn)

(list continues)
SUMO1 PPI mod | TbMetRS inhib | STEP block | MsrA inhibitor | DNMT1 block | CSN deneddyl inh | Scp-1 inhibitor | Rpn11 inh | NadD inh | LMPTP inh | SMILES
-4 | -0.3 | 4 | -0.2 | -27 | -3 | -5 | i | -6 | 5.8 | CCOC(=O)N1CCc2cc(OC)c(OC)c3c2c1cc1cc(OC)c(OC)cc13
2 | -0.6 | -3 | -0.3 | 1 | 3 | 8 | i | -2 | -2.0 | CCOC(=O)CNC=C(C(=O)OCC)C(=O)OCC
0 | 1.3 | -8 | 0.3 | -2 | 2 | 2 | i | -3 | -0.9 | CSc1nccc(Nc2ccccc2)c1C#N
-3 | -0.3 | -2 | 0.6 | 5 | -2 | 18 | i | 2 | 0.1 | COc1ccc(CCNC2CC(=O)N(C)C2=O)cc1OC (stereo not drawn)
-1 | -0.9 | -1 | 1.0 | 4 | 0 | -30 | i | -2 | -3.7 | COCCNCCCOc1ccc(C(C)(C)c2ccccc2)cc1
0 | -0.6 | 1 | 0.0 | 0 | 0 | 4 | i | -4 | 0.9 | COc1cccc(CNC(=O)CNS(=O)(=O)c2ccc(Br)s2)c1
-7 | -0.1 | 2 | 1.0 | -1 | 2 | x | i | 0 | -1.7 | COc1cccc(C(O)c2nc(-c3cncnc3)cs2)c1 (stereo not drawn)
-2 | -0.5 | 0 | 0.7 | 0 | -5 | -5 | i | -2 | -1.4 | Cc1cccc(OCCC(=O)Nc2nnc(C)s2)c1
0 | -1.5 | -1 | -1.6 | -7 | 4 | 1 | i | -6 | -1.1 | CC(C)CNC(=O)NC(=O)COC(=O)C1CSC2(c3ccc(F)cc3)CCC(=O)N12 (stereo not drawn)
1 | 0.0 | -1 | -0.5 | 2 | -9 | -3 | i | -4 | -0.7 | O=C1C2C3C=CC(C4CC34)C2C(=O)N1c1nccs1 (stereo not drawn)
3 | -0.1 | 4 | 5.3* | 1 | -2 | -2 | i | 3 | -0.2 | Cc1cc(N2CCc3ccccc32)n2ncnc2n1
-6 | 0.2 | 0 | 1.4 | -3 | 1 | 0 | i | -2 | -0.5 | CCOC(=O)c1c(N)sc2c1CCCC2=O
-12 | -0.5 | -3 | 0.0 | 1 | 0 | 3 | i | -2 | -2.8 | CCC(C)S(=O)(=O)c1snnc1C (stereo not drawn)
3 | 0.0 | 3 | -0.2 | 0 | 17 | -7 | + | 6 | -0.8 | Cc1sc2nc(CSc3nc4ccccc4c(=O)n3CCCN3CCOCC3)[nH]c(=O)c2c1C
5 | -0.5 | 5 | 0.3 | -4 | 1 | 0 | i | 6 | 0.1 | COc1ccccc1NS(=O)(=O)c1cc(NC(=O)c2ccncc2)ccc1N1CCOCC1
-1 | -0.1 | 2 | -0.6 | 3 | 5 | 2 | i | 0 | 6.9 | CCOc1ccc(C(=O)Nc2cccc3cccnc23)cc1
3 | -0.3 | 7 | -1.2 | 5 | -5 | -7 | i | -1 | 1.6 | O=C(Cn1nnc(-c2ccccc2)n1)OCc1ccccc1
9 | -0.1 | -1 | 0.8 | 1 | 8 | 20 | i | -4 | -0.9 | COc1ccccc1-n1c(-c2cc(-c3ccco3)[nH]n2)n[nH]c1=S
8 | 0.1 | 2 | 0.0 | 2 | -4 | -10 | i | 0 | -1.0 | CC(=O)Nc1ccc(S(=O)(=O)NC(C)C(=O)NCC(c2ccco2)N2CCCCC2)cc1 (stereo not drawn)
4 | -0.5 | 2 | -0.6 | 1 | 4 | -1 | i | -5 | -0.3 | O=C(NCc1ccccc1)C(c1ccccc1)N(C(=O)c1csnn1)c1ccccc1 (stereo not drawn)
-3 | -0.7 | -1 | 0.6 | 3 | -2 | x | i | 2 | -3.6 | Cc1ccc([C@H]2N[C@]3(CCCN(Cc4ccc(F)cc4)C3=O)[C@H]3C(=O)N(C)C(=O)[C@@H]23)cc1
5 | -0.5 | 0 | -1.1 | 3 | -5 | -5 | i | -5 | -1.4 | COC(=O)C[C@H]1C=C[C@@H](C(C(=O)OC)C(=O)OC)CN1C(C)=O
3 | 0.2 | -4 | 0.0 | -1 | -2 | 1 | i | 0 | -1.5 | COc1ccc(CCN2CC(C(=O)NCCN3CCNC3=O)CCC2=O)cc1 (stereo not drawn)
3 | 0.1 | 0 | -0.8 | 48 | -10 | -11 | i | 34* | 2.7 | O=C(Nc1ccc(Cl)c(Cl)c1)Nc1ccc([N+](=O)[O-])cn1
-11 | 0.1 | 0 | -1.4 | 1 | 2 | 0 | i | 5 | -1.7 | CC(=O)C1C(c2ccc([N+](=O)[O-])cc2)C2C(C)=NN=C2CC1(C)O (stereo not drawn)
1 | -0.1 | 1 | 0.8 | 3 | -3 | -8 | i | -3 | -1.5 | Cc1cnc(C(=O)OCC(=O)N2CCN(C(=O)c3ccco3)CC2)cn1
1 | -0.5 | -2 | -0.1 | 1 | 2 | -4 | i | -4 | -0.4 | O=C(Nc1ccncc1)c1ccccc1Cl
-14 | -0.5 | 1 | 1.2 | -3 | 15 | -2 | i | -4 | 1.7 | CCN1CCc2c(sc(NC(=O)c3ccc(S(=O)(=O)N4CCCCCC4)cc3)c2C(=O)NC)C1
-4 | -0.3 | -4 | 2.5 | 2 | -1 | 1 | i | -4 | -0.7 | CN(C)/C=C(\C#N)C(=O)N/N=C/c1ccc(F)cc1
-5 | -1.6 | 2 | -0.4 | 26 | -1 | 1 | i | 4 | 0.6 | O=C(Nc1cccc(Cl)c1N1CCCCC1)c1ccc(N2CCOCC2)c([N+](=O)[O-])c1

Screening results (PubChem BioAssay)

Rows were taken by chance; overall some 3.9% were active at least once.
